High-throughput results from PubChem BioAssay.
SIRT5 inh – SIRT5 desuccinylase inhibitors, primary screen, biochemical, fluorescence imaging, single point, set 5. NAD-dependent protein deacylase sirtuin-5, mitochondrial (Homo sapiens), Q9NXA8. Purified SirT5, succinyl-peptide AMC, trypsin-coupled fluorescence. inhibition, % at 15 µM. actives 1.1% (n = 330,000). AID 652115, 2013; in the data active = inhibition above about 15%
Target sequence (Q9NXA8 whole entry, looked up): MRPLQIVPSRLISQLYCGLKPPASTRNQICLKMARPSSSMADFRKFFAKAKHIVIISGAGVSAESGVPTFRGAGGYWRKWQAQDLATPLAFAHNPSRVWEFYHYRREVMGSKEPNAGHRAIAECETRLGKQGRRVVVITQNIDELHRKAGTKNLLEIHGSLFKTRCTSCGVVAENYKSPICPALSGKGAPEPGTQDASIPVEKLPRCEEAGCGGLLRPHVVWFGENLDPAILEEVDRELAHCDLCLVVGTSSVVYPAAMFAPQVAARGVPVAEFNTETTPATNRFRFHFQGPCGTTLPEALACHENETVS
miR122 inh – miR-122 Renilla sensor signal increase in Huh7, primary screen, miR-122 inhibitor project, cell-based, single point, plate reader | Huh7 miR-122 Renilla luciferase sensor, 48 h; neutral wells = 0, positive control = 100 | activation (reporter increase), % at 12.5 µM | actives 0.3% (n = 340,000);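 active = mean replicate activation score at least 90 and every replicate individually at or above 90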;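 also: higher luciferase means less miR-122 activity so hits act as miR-122 inhibitors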
ERp5 inh – inhibitors of ERp5-driven insulin aggregation, primary screen, biochemical, turbidity, absorbance 650 nm, single point; Protein disulfide-isomerase A6 (Homo sapiens), Q15084; 90 min; inhibition, % at 9.99 µM; actives 0.05% (n = 350,000); AID 651711, 2012;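 active = mean replicate inhibition above about 25%, with every replicate also reaching it, limit read from the data, passing the limit was not always enough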
Target sequence (Q15084 whole entry, looked up): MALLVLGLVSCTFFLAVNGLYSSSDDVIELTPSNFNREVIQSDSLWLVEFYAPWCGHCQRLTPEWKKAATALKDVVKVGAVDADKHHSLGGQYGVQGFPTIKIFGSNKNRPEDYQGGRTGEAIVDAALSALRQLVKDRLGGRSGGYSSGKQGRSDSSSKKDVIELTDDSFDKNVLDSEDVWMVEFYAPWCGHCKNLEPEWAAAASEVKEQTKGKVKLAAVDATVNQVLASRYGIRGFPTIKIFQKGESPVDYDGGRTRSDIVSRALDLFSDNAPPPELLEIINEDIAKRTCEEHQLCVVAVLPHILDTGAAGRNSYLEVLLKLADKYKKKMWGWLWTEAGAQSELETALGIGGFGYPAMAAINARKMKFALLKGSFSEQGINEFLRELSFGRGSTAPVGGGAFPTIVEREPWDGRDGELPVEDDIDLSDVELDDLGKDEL
Cneo AK release – Cryptococcus neoformans cell lysis inducers, primary screen, AK release luminescence, single concentration | C. neoformans lysis, adenylate kinase release luminescence, 4 h; normalised: neutral wells 0, clomiphene wells 100 | lysis activity, % at 15 µM | actives 0.2% (n = 360,000);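 active = mean lysis activity across replicates of at least 80%, whatever share of replicates individually reach that level; inactive = mean lysis activity below 80%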
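Material – log-phase Cryptococcus neoformans yeast cells · Input – 5 × 10^6 yeast cells/mL · Medium – fresh YPD growth medium · Doses – single compound concentration per well · Timing – static 4 h at 37 °C with compound, 1 h detection · Detection – adenylate kinase release luminescence · Read-out – signal increase indicating cell lysis · Control set – Clomiphene as positive lysis control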
esBAF inh – Bmi1 luciferase reporter increase in mESCs, primary screen, esBAF inhibitor project, mouse ES cells, Bmi1 luciferase knock-in, single point. 24 h; 100% = twice the neutral-well signal. reporter increase, % at 12.5 µM. actives 2% (n = 350,000). AID 602393, 2012; in the data active = activation above about 40%;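 also: 0% = median of the plate's neutral control wells and 100% = double that signal; a rise in the Bmi1 reporter signal indicates esBAF inhibition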
Statin myotox sup – suppressors of statin myotoxicity in C2C12 myotubes, primary screen, cell-based, single point, plate reader; C2C12 myotubes + simvastatin, ATP luminescence, 48 h; scaled: DMSO 0, geranylgeraniol control 100; rescue of ATP level, % at 7.49 µM; actives 0.78% (n = 330,000); AID 602340, 2012;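 active = mean ATP rescue above about 67%, or every replicate alone reaching that limit, limit read from the data, passing the limit was not always enough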;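 also: myotubes were challenged with 10 µM simvastatin during compound exposure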
ARNT-TACC3 inh – disruptors of ARNT/TACC3 protein interaction, primary screen, biochemical, AlphaScreen, single concentration. Transforming acidic coiled-coil-containing protein 3 (Homo sapiens), Q9Y6A5. AlphaScreen His-ARNT PAS-B/GST-TACC3 binding, luminescence; TACC3 fragment carries E629A point mutation. inhibition, % at 9.99 µM. actives 0.66% (n = 390,000). AID 623870, 2012;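 active = mean inhibition of replicates at least 50% and at least half of replicates each reaching 50%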;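 also: 0% = complete ARNT plus TACC3 wells and 100% = ARNT alone without TACC3; many hits fall short of the cut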
* marks the source's active call; other numbers are inactive results; . = no result given; [ ] = dose if it differs, or a comment. Compounds as they come. About 4% of those tested had a hit in this group.

molecule,SIRT5 inh,miR122 inh,ERp5 inh,Cneo AK release,esBAF inh,Statin myotox sup,ARNT-TACC3 inh
CCNC(=S)Nc1ccc2c(c1)c(=O)n(C)n2CC=C(C)C,.,2,-3,3,-1,-9,.
CN(C)CC#Cc1cccc(-c2nc(C(=O)NCc3ccc4c(c3)OCO4)cc3c2[C@@H](CCO)N(S(=O)C(C)(C)C)C3)c1 (stereo partly specified),-6,.,0,8,-2,.,6
Cc1ccc([C@@H]2[C@@H]3C(=O)N(C)C(=O)[C@@H]3[C@]3(Cc4ccccc4)C(=O)N(Cc4ccccc4)CC(=O)N23)o1,0,3,3,1,11,1,-1
O=C(Cn1c(-c2ccccc2)c[n+]2ccsc12)c1ccccc1,-3,-8,9,-2,21,-84,-20
Cc1cc([N+](=O)[O-])ccc1Nc1nc2ccccc2n2cnnc12,-1,4,0,-1,3,-5,6
Cn1nnnc1SCC(=O)N1c2ccccc2CCc2ccccc21,.,47,.,0,-9,4,-5
Cc1cc(C)n(CCCNC(=O)CCNS(=O)(=O)c2ccccc2C(F)(F)F)n1,1,-1,0,0,-2,-2,-4
Cc1nnc(NC(=O)C2CCCN(c3ncccn3)C2)s1 (stereo unspecified),.,-4,.,.,-2,9,4
C[C@@H]1CN([C@@H](C)CO)C(=O)c2cc(N(C)C)ccc2O[C@@H](C)CCCCO[C@@H]1CN(C)C(=O)CCC(F)(F)F,10,6[16.7 µM],-1,3,5,-6,-9
C[C@H](CO)N1C[C@H](C)[C@H](CN(C)S(=O)(=O)c2ccc(C#N)cc2)Oc2ncc(C#Cc3ccccc3)cc2C1=O,4,2[16.7 µM],-3,-6,0,12,9
CO[C@@H]1CC[C@@H]2CCN(C)C(=O)[C@H](C)[C@H](OC)CN(C)C(=O)c3cc(C#N)ccc3OC[C@@H]1O2,0,.,-3,14,2,5,-6
Cc1cc([N+](=O)[O-])nn1CC(=O)NCCCn1ccnc1,0,1,-2,2,5,7,.
C[C@H](CO)N1C[C@H](C)[C@@H](CN(C)Cc2ccc(Cl)c(Cl)c2)Oc2ccc(N(C)C)cc2CC1=O,1,1[16.7 µM],1,-3,1,48,28
CCc1ccc(NC(=O)CSc2ccc(-c3ccco3)nn2)cc1,0,.,-3,.,.,.,-9
COc1cccc(S(=O)(=O)Nc2ccc3c(c2)C(=O)N(C)[C@H]2CC[C@H](CC(=O)Nc4ccc(C(C)C)cc4)O[C@@H]2CO3)c1,8,-8[16.7 µM],-2,-3,4,-42,13
COc1cc(/C=N/NC(=O)c2cccc(N3CCCC3=O)c2)ccc1O,5,.,1,-4,-4,3,1
Cc1ccccc1-c1ccc(CN2C(C(C)C)C(=O)N(Cc3cn(CCC4OCCO4)nn3)CCS2(=O)=O)cc1 (stereo unspecified),4,-8,4,-1,2,14,.
Cc1[nH]c(=O)[nH]c(=O)c1S(=O)(=O)N1CCN(c2ccccc2)CC1,3,-6,-6,-1,1,0,-6
O=C(O)c1cc2c(=O)c3ccccc3oc2nc1C(F)(F)F,-2,-3,2,-5,-5,1,6
COc1ccccc1N1C(=O)c2ccc(C(=O)Nc3ccccc3O)cc2C1=O,-1,1,4,-1,-1,6,-6
COc1ccc(N2C3=C(CC4=C2CCCC4=O)C(=O)CCC3)cc1,.,-3,.,-1,-5,-18,1
CCOC(=O)CSc1nc(C)cc(C)n1,.,9,.,1,-2,-3,-4
N/C(CS(=O)(=O)c1ccccn1)=N\OC(=O)c1ccc(Cl)cc1,-1,.,-3,.,.,.,-6
Cn1cnc(S(=O)(=O)N2CCCCN3[C@H](CO)[C@H](c4ccc(-c5ccccc5F)cc4)[C@@H]3C2)c1,1,-1[16.7 µM],-3,-2,2,13,-10
COc1ccccc1N1CCN(C(=O)c2cc(-c3ccc4c(c3)OCO4)on2)CC1,-1,1,1,.,.,.,-2
CCCn1nc(C(=O)NCC(C)(C)N2CCOCC2)c2ccccc2c1=O,.,-5,.,4,-7,-4,-3
Cc1cccc(NC(=O)CNC(=O)COC(=O)C2CC2C)c1C (stereo unspecified),-1,.,0,0,-6,-6,5
CCCN1CCN(CCCNC(=O)Cn2nc(C)n3c(cc4cc(OC)ccc43)c2=O)CC1,-4,-5,5,-2,-6,-7,-11
NC(=O)C1C2CCC(C2)C1C(N)=O (stereo unspecified),-1,-9,-1,2,-3,2,-4
CC12CCC(=O)N1C(C(=O)Nc1cc(C(F)(F)F)ccc1N1CCOCC1)CS2 (stereo unspecified),-3,.,3,.,.,.,19
Cc1cc(C)n2nc(SCC(=O)N(C)C)nc2n1,.,-9,.,7,0,-1,-26
O=C1NC(c2ccc(Br)cc2)Oc2ccccc21 (stereo unspecified),-2,7,-16,0,-5,2,-2
CCOc1ccc(CSC2=NCCN2)cc1Cl,.,277*,.,.,1,.,-7
Cc1ccccc1S(=O)(=O)NCC[C@H]1CC[C@@H](NS(=O)(=O)c2ccccc2C)[C@H](CO)O1,-1,-3[16.7 µM],0,-2,2,12,4
COc1ccc(CC(=O)Nc2ccc(-c3nnc(-c4ccc(C)cc4)o3)cc2)cc1,.,-3,.,31,-5,.,-7
COc1cccc(-c2ccc([C@@H]3[C@@H](C#N)N(C(=O)Cc4ccccc4)[C@@H]3CO)cc2)c1,6,.,7,-1,2,21,0
COc1ccc(NC(=O)Nc2ccc3c(c2)CC(=O)N([C@H](C)CO)C[C@@H](C)[C@@H](CN(C)Cc2ccncc2)O3)cc1,-1,-6[16.7 µM],6,2,-3,-5,6
O=C(C1CCC1)N1CCCCN2[C@H](CO)[C@@H](c3ccc(-c4cccc(F)c4)cc3)[C@@H]2C1,-1,-1[16.7 µM],4,1,-2,-12,0
CNC[C@H](Cc1ccccc1)NC[C@@H](Cc1cccc2ccccc12)NCCc1ccc(C)cc1,.,-27,-4,36,-45,1,17
Cc1ccccc1-c1nc(CS(=O)(=O)CC(=O)N(C)C2CCCCC2)c(C)o1,-2,-6,0,-3,-8,17,-1
C[C@H](CO)N1C[C@H](C)[C@@H](CN(C)C(=O)c2cccc(F)c2)Oc2ncc(-c3cccnc3)cc2C1=O,0,-5[16.7 µM],-8,-1,2,-10,.
CO[C@H]1CN(C)C(=O)c2ccc(NC(=O)c3ccccc3)cc2OC[C@@H](C)N(CC2CC2)C[C@H]1C,1,-9[16.7 µM],-21,-1,1,-7,-4
COCCN(CCOC)C(=O)CN1C(=O)NC(Cc2c[nH]c3ccccc23)C1=O (stereo unspecified),-5,1,3,9,0,5,12
Fc1ccc(-c2nc3nc4ccccc4nc3n2Cc2ccco2)cc1,.,2,.,-1,64*,2,-1
COc1ccc(-c2csc(CCn3nc(C)cc3C)n2)cc1OC,0,-12,-7,-1,.,.,-7
O=C(Nc1ccc(-c2nc3ccccc3[nH]2)cc1)c1ccc2c(c1)OCO2,0,-1,-35,1,45*,-96,-2
O=C(c1cccc(C(F)(F)F)c1)C1CCCN(Cc2cccn2-c2ccccn2)C1 (stereo unspecified),-7,3,2,-2,-6,-17,.
CN1CCN(C(=O)C[C@@H]2CC[C@H]3[C@@H](COC[C@@H](O)CN3C(=O)c3ccccc3F)O2)CC1,1,-4[16.7 µM],-6,-1,-1,1,5

Full records from above.
COCCN(CCOC)C(=O)CN1C(=O)NC(Cc2c[nH]c3ccccc23)C1=O (stereo unspecified) in the list: SIRT5 inh: -5; miR122 inh: 1; ERp5 inh: 3; Cneo AK release: 9; esBAF inh: 0; Statin myotox sup: 5; ARNT-TACC3 inh: 12
O=C(c1cccc(C(F)(F)F)c1)C1CCCN(Cc2cccn2-c2ccccn2)C1 (stereo unspecified) in the list: SIRT5 inh: -7; miR122 inh: 3; ERp5 inh: 2; Cneo AK release: -2; esBAF inh: -6; Statin myotox sup: -17; ARNT-TACC3 inh: .

(further entries)
molecule,SIRT5 inh,miR122 inh,ERp5 inh,Cneo AK release,esBAF inh,Statin myotox sup,ARNT-TACC3 inh
Cc1ccc(-c2nnc(N3CCCCC3)c3ccccc23)cc1S(=O)(=O)N(C)C,-1,-1,3,-1,19,-2,17
COC(=O)C(Cc1c[nH]c2ccccc12)NC(=O)CCNC(=O)c1ccco1 (stereo unspecified),-5,-4,-4,6,4,0,.
CNC(=O)C[C@@H]1CC[C@@H]2[C@@H](COc3ccc(NC(=O)NC(C)C)cc3C(=O)N2C)O1,.,-33[16.7 µM],.,-5,-1,-9,-4
CN1c2ccc(C#Cc3cccnc3)cc2[C@@H]2[C@@H](CCN2C(=O)Cc2cccnc2)[C@H]1CO,-4,-7[16.7 µM],4,1,2,-27,16
COc1ccc(OC)c(C(=O)COC(=O)c2cc(C)oc2C)c1,.,-5,.,1,1,4,-10
COc1ccc(OC)c(-n2nnnc2SCC(=O)Nc2ccc(C(=O)N3CCCCC3)cc2)c1,-3,90,5,0,5,16,6
C[C@@H]1NC(=O)c2cc([N+](=O)[O-])cc(I)c2NCCCC[C@@H](C(N)=O)NC(=O)[C@H](CCC(=O)O)NC1=O,.,-3,.,1,-1,-3,-3
CCOc1ccc(S(=O)(=O)NCc2cccs2)cc1,.,46,.,-4,8,20,-8
O=C(Cc1cccs1)N/N=C\c1ccc(O)cc1,.,-9,.,1,30,0,5

Some of the entries so far, with values under each structure:
Order of values: SIRT5 inh | miR122 inh | ERp5 inh | Cneo AK release | esBAF inh | Statin myotox sup | ARNT-TACC3 inh
> COc1ccc(OC)c(-n2nnnc2SCC(=O)Nc2ccc(C(=O)N3CCCCC3)cc2)c1
→ -3 | 90 | 5 | 0 | 5 | 16 | 6
> COC(=O)C(Cc1c[nH]c2ccccc12)NC(=O)CCNC(=O)c1ccco1 (stereo unspecified)
→ -5 | -4 | -4 | 6 | 4 | 0 | .
> Cc1ccc(-c2nnc(N3CCCCC3)c3ccccc23)cc1S(=O)(=O)N(C)C
→ -1 | -1 | 3 | -1 | 19 | -2 | 17
> CNC(=O)C[C@@H]1CC[C@@H]2[C@@H](COc3ccc(NC(=O)NC(C)C)cc3C(=O)N2C)O1
→ . | -33[16.7 µM] | . | -5 | -1 | -9 | -4
> CCOc1ccc(S(=O)(=O)NCc2cccs2)cc1
→ . | 46 | . | -4 | 8 | 20 | -8
